High-throughput results deposited in PubChem by The Scripps Research Institute Molecular Screening Center.
GSTO1 counter = inhibitors of recombinant GSTO1, primary screen, counter-screen for RBBP9 inhibitor project, biochemical, fluorescence polarization. Glutathione S-transferase omega-1 (Homo sapiens), P78417. activity-based probe fluorescence polarization. inhibition, % at 5.96 µM. hit rate 1.1% among 300,000;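 active = inhibition above the campaign mean inhibition plus 3 SD, cut at about 35% in these data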;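 also: 0% = GSTO1-1 with DMSO and 100% = wells lacking GSTO1-1 enzyme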
PAFAH1B2 inh = PAFAH1B2 enzyme inhibitors, primary screen, biochemical, fluorescence polarization, human. Platelet-activating factor acetylhydrolase IB subunit alpha2 (Homo sapiens), P68402. recombinant PAFAH1B2, FP-rhodamine activity probe. inhibition, % at 3.39 µM. hit rate 1.2% among 340,000. AID 492953, 2010;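 active = inhibition above the mean of all tested compounds plus 3 SD, cut at about 24% in these data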;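 also: 0% = enzyme with DMSO and 100% = wells lacking PAFAH1B2; many of its hits are not listed in these tables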
Fam108B inh = mouse Fam108B serine hydrolase inhibitors, primary screen, counter-screen for RBBP9 inhibitor project, biochemical, fluorescence polarization; recombinant Fam108B, FP-Rh probe fluorescence polarization; inhibition, % at 9.51 µM; hit rate 0.33% among 300,000; AID 1947, 2009;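 active = inhibition above the screen mean inhibition plus 3 SD, computed separately per campaign, cut at about 18% in these data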;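 also: inhibitors lower polarization as less probe binds the enzyme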
LYPLA1 counter = LYPLA1 inhibitors, primary screen, counter-screen for PME1 inhibitor project, biochemical, fluorescence polarization, FP-Rh probe ABPP; recombinant LYPLA1; inhibition, % at 5.9 µM; hit rate 0.16% among 320,000; AID 2174, 2009;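 active = inhibition above the mean of all tested compounds plus 3 SD, set per campaign, cut at about 14% in these data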;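 also: inhibitors block serine hydrolase probe labeling of LYPLA1 so polarization falls; 0% = enzyme with DMSO and 100% = wells lacking LYPLA1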
PME-1 primary = PME-1 inhibitors via competitive probe labeling, primary screen, biochemical, fluorescence polarization, FP-Rh probe, HTS | hit rate 0.53% among 320,000 | inhibition, % at 5.9 µM | Protein phosphatase methylesterase 1 (Homo sapiens), Q9Y570 | recombinant PME-1;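 active = inhibition above the campaign mean of all compounds plus 3 SD, cut at about 26% in these data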;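 also: competitive labeling of PME-1 active site by serine hydrolase directed probe; 0% = PME-1 with DMSO and 100% = wells lacking PME-1 enzyme; inhibitors block probe labeling so polarization falls and inhibition rises; many of its hits are not listed in these tables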
Target sequence (Q9Y570 whole entry, looked up): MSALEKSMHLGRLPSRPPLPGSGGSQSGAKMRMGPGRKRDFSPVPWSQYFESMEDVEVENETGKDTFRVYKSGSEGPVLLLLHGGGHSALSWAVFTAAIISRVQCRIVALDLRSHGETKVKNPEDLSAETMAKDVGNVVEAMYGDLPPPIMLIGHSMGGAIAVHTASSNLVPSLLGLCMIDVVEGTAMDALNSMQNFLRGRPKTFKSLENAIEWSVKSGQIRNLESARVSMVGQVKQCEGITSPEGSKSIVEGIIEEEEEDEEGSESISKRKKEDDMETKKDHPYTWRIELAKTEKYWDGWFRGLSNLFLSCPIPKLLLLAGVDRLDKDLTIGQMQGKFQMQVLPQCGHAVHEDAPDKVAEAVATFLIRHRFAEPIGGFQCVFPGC
pPAFAH FP inh = pPAFAH enzyme inhibitors, primary screen, biochemical, fluorescence polarization, human. AID 463082, 2010. Platelet-activating factor acetylhydrolase (Homo sapiens), Q13093. inhibition, % at 3.39 µM. hit rate 1.5% among 330,000. recombinant pPAFAH, FP-rhodamine probe fluorescence polarization;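 active = inhibition above the mean inhibition across the screen plus 3 SD, cut at about 25% in these data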;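 also: inhibitors block binding of the rhodamine activity-based probe so polarization drops; 0% = enzyme with DMSO and 100% = wells lacking pPAFAH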
PAD4 inh = human PAD4 inhibitors, primary screen, biochemical, fluorescence polarization, 1536-well format; Protein-arginine deiminase type-4 (Homo sapiens), Q9UM07; recombinant PAD4, RCA probe fluorescence polarization; inhibition, % at 6.36 µM; hit rate 0.41% among 330,000;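 active = percent inhibition above a cutoff equal to the mean of all tested compounds plus 3 SD, cut at about 15% in these data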;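 also: 0% = PAD4 with RCA probe and DMSO and 100% = probe without PAD4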
Target sequence (Q9UM07 whole entry, looked up): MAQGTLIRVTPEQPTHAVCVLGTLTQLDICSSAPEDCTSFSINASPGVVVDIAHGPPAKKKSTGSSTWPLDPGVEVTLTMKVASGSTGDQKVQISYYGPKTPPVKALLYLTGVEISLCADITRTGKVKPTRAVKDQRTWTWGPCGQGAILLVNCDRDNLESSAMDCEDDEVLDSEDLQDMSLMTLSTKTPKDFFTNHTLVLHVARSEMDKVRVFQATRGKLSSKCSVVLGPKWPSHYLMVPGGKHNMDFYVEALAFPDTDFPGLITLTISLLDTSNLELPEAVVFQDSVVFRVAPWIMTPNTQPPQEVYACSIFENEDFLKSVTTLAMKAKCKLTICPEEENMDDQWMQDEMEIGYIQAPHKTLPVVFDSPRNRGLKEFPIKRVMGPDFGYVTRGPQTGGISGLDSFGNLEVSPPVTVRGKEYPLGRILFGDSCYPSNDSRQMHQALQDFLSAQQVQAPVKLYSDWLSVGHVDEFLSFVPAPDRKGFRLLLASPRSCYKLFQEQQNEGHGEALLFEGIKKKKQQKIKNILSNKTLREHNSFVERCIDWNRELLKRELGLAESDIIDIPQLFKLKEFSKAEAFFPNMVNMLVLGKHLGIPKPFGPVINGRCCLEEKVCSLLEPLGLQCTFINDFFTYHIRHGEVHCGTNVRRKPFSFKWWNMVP
PAFAH2 FP inh = PAFAH2 enzyme inhibitors, primary screen, biochemical, fluorescence polarization, human; Platelet-activating factor acetylhydrolase 2, cytoplasmic (Homo sapiens), Q99487; recombinant PAFAH2, FP-rhodamine activity probe; inhibition, % at 3.39 µM; hit rate 0.99% among 340,000; AID 492956, 2010;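 active = inhibition above the mean over all tested compounds plus 3 SD, cut at about 30% in these data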;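 also: inhibitors block probe labeling of enzyme so polarization drops; 0% = enzyme with DMSO and 100% = wells lacking PAFAH2 protein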
PAFAH1B3 FP inh = PAFAH1B3 enzyme inhibitors, primary screen, biochemical, fluorescence polarization, human; Platelet-activating factor acetylhydrolase IB subunit alpha1 (Homo sapiens), Q15102; recombinant PAFAH1B3, FP-rhodamine probe; inhibition, % at 3.39 µM; hit rate 0.28% among 340,000; AID 492972, 2010;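 active = inhibition above the screen-wide average of all tested compounds plus 3 SD, cut at about 25% in these data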;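 also: 0% = enzyme with DMSO only and 100% = wells lacking PAFAH1B3 protein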
* marks the source's active call; other numbers are inactive results; . = not tested or not shown. This is a subset; rates above refer to the full screens.

SMILES,GSTO1 counter,PAFAH1B2 inh,Fam108B inh,LYPLA1 counter,PME-1 primary,pPAFAH FP inh,PAD4 inh,PAFAH2 FP inh,PAFAH1B3 FP inh
O=c1c2c3c(sc2nc2n1CCCC2)CCCCC3,3,-2,0,1,0,2,8,5,2
Cc1cc(C)nc(NC(=O)c2ccc(C)o2)n1,5,2,5,0,5,-2,6,4,-3
CCN(CC)C(=O)[C@H]1CC(CC(=O)NCCC2=CCCCC2)C(=O)N2CCc3c([nH]c4ccccc34)[C@]12C (some centres undefined),.,1,.,.,.,5,-3,3,14
Cc1cc(C)nc(NC(=O)CCCC(=O)O)c1,0,0,1,0,2,0,-4,9,3
COc1ccc(NC(=O)C2CCN(S(=O)(=O)c3cccs3)CC2)cc1OC,.,-1,.,1,4,0,1,12,11
O=S(=O)(Nc1ccc2c(c1)OCCO2)c1cccc2nsnc12,-7,2,0,2,3,0,0,11,0
O=C(COc1ccccc1)Nc1c2c(nn1-c1ccc(F)cc1)CS(=O)(=O)C2,1,10,-5,-1,-2,3,-1,0,-8
CCCn1c(/N=C/c2ccccc2O)nc2ccccc21,-1,-4,-4,0,-8,-11,-6,3,3
CCOC(=O)N1CCN(C(=O)CN(Cc2ccccc2)S(C)(=O)=O)CC1,2,-2,2,6,3,4,-4,-1,0
COc1cc(/C=C/C(=O)N(C)CC(=O)Nc2ccccc2SC)cc(OC)c1OC,.,2,.,.,.,2,-1,-1,-3
CSCCC(NC(=O)c1ccccc1)C(=O)N1CCN(C(=O)c2ccccc2)CC1 (centres undefined),.,7,.,.,.,-1,-2,-7,-2
CC(C)N1CCC(N2CCN(C/C=C/c3ccc(F)cc3)CC2CCO)CC1 (centres undefined),-4,2,-3,6,-2,4,-1,3,8
NC(=O)C1=C[C@@H](c2ccc(C(F)(F)F)cc2)C[C@@H](OCc2ccc(CO)cc2)O1,-1,-1,0,-1,-3,1,-1,4,6
O=C(Nc1cccc(Cl)c1N1CCOCC1)c1ccco1,1,3,-2,6,3,6,-1,8,2
CNC(=O)NC(=O)C(C)OC(=O)c1cc2c(s1)CCCCC2 (centres undefined),10,-2,4,0,-6,1,-7,2,-2
Cc1ccc(/C=C/C2=NN(Cc3ccccc3Cl)C(=O)CC2)cc1,3,2,2,-4,2,10,2,-1,2
COc1ccc(OC)c(CN2CCC(C(=O)N(C)CCc3ccc(OC)c(OC)c3)CC2)c1,0,6,3,6,1,2,-4,-7,-4
Cc1ccc(-n2c(C)cc(/C([O-])=C(/C(=S)Nc3ccc(F)c(Cl)c3)[n+]3ccccc3)c2C)cc1,-3,8,-4,-6,-13,9,-24,-2,3
O=C(NC1CCCCC1)NC1CCN(CC(=O)N2CCOCC2)CC1,3,5,-4,0,-5,-2,-4,-7,4
CCOc1ccc(/C=C/C(=O)N(CC)CC(=O)Nc2ccc3c(c2)OCCO3)cc1OC,-1,5,0,0,-5,3,2,0,-4
O=C(NCc1ccc(Cl)cc1)c1cc(=O)[nH]c2ccc(S(=O)(=O)N3CCOCC3)cc12,3,2,1,1,-1,-1,-2,1,11
S=C(NCc1cccs1)Nc1ccccc1,3,4,2,1,-2,0,-6,2,-5
CC(=O)c1ccc(NC(=O)CNC2CCCCC2)cc1,-1,16,-5,-4,-8,-11,10,22,30*
COc1cccc(COC(=O)Nc2ccccc2F)c1,9,2,-2,0,0,5,0,2,8
O=S(=O)(NC1CC(NS(=O)(=O)OCC(Cl)(Cl)Cl)C2CCCCC12)OCC(Cl)(Cl)Cl (centres undefined),-6,-1,-6,-8,0,4,-2,16,5
O=C(NCC1CCN(Cc2cccc(Cl)c2)CC1)C1CCCN(c2ncnc3c2nc2n3CCCCC2)C1 (centres undefined),1,1,-8,-7,2,-1,0,-2,6
COc1ccccc1C(=O)NC(=O)Nc1cccc(Cl)c1,-15,4,2,2,1,-2,2,6,1
Cc1cc(C)n(CC(=O)NNC(=O)c2cncc(Br)c2)n1,.,-4,.,.,.,-5,-1,-2,-3
Cc1ccccc1N=C1N=C(N)c2ccccc21,1,-3,6,-4,-2,4,-2,-5,9
CCc1nn(C(CC)C(=O)NCCc2ccc(OC)cc2OC)c(=O)c2cc3occc3n12 (centres undefined),-2,0,0,-1,2,-3,-5,-2,-1

The list goes on.
Each structure is followed by: GSTO1 counter, PAFAH1B2 inh, Fam108B inh, LYPLA1 counter, PME-1 primary, pPAFAH FP inh, PAD4 inh, PAFAH2 FP inh, PAFAH1B3 FP inh
- CCOC(=O)N1CCN(C2CCCN(C(=O)c3ccccc3N(C)C)C2)CC1 (centres undefined)
 : 6, -2, 3, 1, 1, -4, 1, -4, 7
- COc1nsnc1N1CCOCC1
 : 10, 3, -3, 1, 2, 3, -6, -4, 6
- CCOc1ccc(CCNC(=O)CSc2cc(=O)n(C)c3ccc(Cl)cc23)cc1OCC
 : 3, 2, 0, -2, 5, 3, -1, 0, 4
- CCCN(C(=O)Cc1coc2cc(C)c(C)cc12)c1c(N)n(Cc2ccccc2)c(=O)[nH]c1=O
 : 7, -1, -4, -2, -3, 5, -4, 0, 3
- O=C(CNc1ccccc1-c1ccccc1)NCc1ccccc1
 : 2, 8, 5, 0, 10, 6, -5, 3, 5
- COC(=O)/C(C#N)=C/c1c(N2CCN(Cc3ccc4c(c3)OCO4)CC2)nc2c(C)cccn2c1=O
 : -9, 5, 0, -7, -3, 0, 1, -8, 3
- COc1ccc(OCCCC(=O)OC(C)C(=O)Nc2ccc(C)cc2)cc1 (centres undefined)
 : 2, 4, -1, -2, -4, 5, 2, 0, 6
- O=C(Cc1ccccc1)N1N=C(c2ccncc2)CC1(O)C(F)(F)F (centres undefined)
 : 7, 5, 7, -3, 3, -4, -2, -1, 12
- COc1cc2c(cc1OC)C1=C(C#N)CN(CC(=O)O)CN1CC2
 : 9, 0, -3, 0, 0, 4, 0, -7, -10
- COc1cc(/C=N/NC(=O)c2cccnc2)ccc1OC(=O)c1ccc2c(c1)OCO2
 : -17, -44, -37, -23, -89, 0, -4, -85, -86

Four of the compounds above, as labelled records:
CCOc1ccc(CCNC(=O)CSc2cc(=O)n(C)c3ccc(Cl)cc23)cc1OCC
  GSTO1 counter: 3; PAFAH1B2 inh: 2; Fam108B inh: 0; LYPLA1 counter: -2; PME-1 primary: 5; pPAFAH FP inh: 3; PAD4 inh: -1; PAFAH2 FP inh: 0; PAFAH1B3 FP inh: 4

COc1cc(/C=N/NC(=O)c2cccnc2)ccc1OC(=O)c1ccc2c(c1)OCO2
  GSTO1 counter: -17; PAFAH1B2 inh: -44; Fam108B inh: -37; LYPLA1 counter: -23; PME-1 primary: -89; pPAFAH FP inh: 0; PAD4 inh: -4; PAFAH2 FP inh: -85; PAFAH1B3 FP inh: -86

COc1cc2c(cc1OC)C1=C(C#N)CN(CC(=O)O)CN1CC2
  GSTO1 counter: 9; PAFAH1B2 inh: 0; Fam108B inh: -3; LYPLA1 counter: 0; PME-1 primary: 0; pPAFAH FP inh: 4; PAD4 inh: 0; PAFAH2 FP inh: -7; PAFAH1B3 FP inh: -10

COc1nsnc1N1CCOCC1
  GSTO1 counter: 10; PAFAH1B2 inh: 3; Fam108B inh: -3; LYPLA1 counter: 1; PME-1 primary: 2; pPAFAH FP inh: 3; PAD4 inh: -6; PAFAH2 FP inh: -4; PAFAH1B3 FP inh: 6

(cont.)
Each structure is followed by: GSTO1 counter, PAFAH1B2 inh, Fam108B inh, LYPLA1 counter, PME-1 primary, pPAFAH FP inh, PAD4 inh, PAFAH2 FP inh, PAFAH1B3 FP inh
- Cc1ccc(NC(=O)CCC(=O)N/N=C/c2coc3ccccc3c2=O)cc1
 : 3, 1, 4, -2, -1, 1, -2, 1, 2
- CCC1CCCCN1CCCNC(=O)Cn1cc2c(n1)-c1c(oc(C(=O)N3CCCC3)c1C)CC2 (centres undefined)
 : 1, -1, -1, -2, 2, -3, -9, 6, 6
- CCC(CC)c1nnc(NC(=O)C2=NNC(=O)CC2)s1
 : -5, 1, -6, 2, 3, 10, 0, -5, 5
- Cc1cc(C)cc(N(C(=O)Cc2cccs2)C(C(=O)NC2CCCCC2)c2ccccn2)c1 (centres undefined)
 : 0, 3, -2, 0, 2, 3, 2, -1, -4
- CC(C)Cn1c(N)c(C(=O)NCCN2CCOCC2)c2nc3ccccc3nc21
 : -2, 6, 1, 1, 6, 7, -4, -3, 1
- COc1ccc(C(=O)NCCOc2cccc(Oc3ccccc3)c2)cc1OC
 : ., 3, ., -5, -8, 3, 2, 2, 10
- COc1ccc(NC(=O)C2=CC(c3ccc(C)cc3)=NS(=O)(=O)N2C)cc1
 : -2, 0, 1, -3, 3, 5, -5, -9, 4
- Cc1cc(C(=O)C(C)OC(=O)c2ccc(NC(=O)CC#N)cc2)c(C)n1-c1ccc(OC(F)F)cc1 (centres undefined)
 : ., -8, ., -37, -49, -8, -11, -26, -19
- CCOc1ccccc1NC(=O)CCc1nnc2ccc(N3CCC4(CC3)OCCO4)nn12
 : 5, 9, 4, -5, -5, 7, -2, -1, 5
- COc1ccc(OC)c(-n2c(=S)[nH]c3c(sc(=S)n3-c3ccccc3)c2=O)c1
 : -7, 0, -1, 1, 4, 0, -3, -1, 2
- Cc1c(C#N)c(=O)oc2ccc3ccccc3c12
 : 5, 1, 2, 3, 2, 0, -1, -1, 0
- CCOC(=O)N1CCC2(O)CCCCC2C1c1ccc(F)cc1 (centres undefined)
 : -5, 11, 4, -3, -6, 1, -5, -2, 3
- O=C(CC1SC2=NCCN2C1=O)Nc1ccc(Cl)cc1 (centres undefined)
 : 6, 3, 4, 0, -2, -2, -2, -1, 0
- CCCN1CNC(=S)N(c2cccc(C)c2C)C1
 : 6, -1, 3, 7, -8, -2, -7, -4, 1
- CN(C[C@H](Cc1ccccc1)N(CCN(CCc1ccccc1)N=O)N=O)N=O
 : 3, 19, -1, -1, -1, -2, -1, 3, 6
- COc1ccc(C(=O)Nc2c(N)nc(SCC(=O)N3CCC(C)CC3)[nH]c2=O)cc1OC
 : -5, 2, -5, 0, -2, -1, 1, 2, -3
- CC(=O)Nc1ccc(Nc2c([N+](=O)[O-])c(=O)n(-c3ccccc3)c3ccccc23)cc1
 : -14, -3, -4, 2, 4, 4, -7, -8, -7
- C#CCOC(=O)c1ccccc1C(=O)n1nnc2ccccc21
 : 2, 0, 6, 2, -1, 5, 5, 3, 2
